p47phox inh = blocks human p47phox regulatory protein of NADPH oxidases. P14598. p47phox/p22phox peptide binding, fluorescence polarization, 2 h. inhibition, % at 24.7 µM. 220,000 tested, 0.53% active;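 active means inhibition above about 30%, limit read from the data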;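 further: 0% = p47phox with labelled peptide and 100% = labelled peptide alone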
Target sequence (P14598 whole entry, looked up): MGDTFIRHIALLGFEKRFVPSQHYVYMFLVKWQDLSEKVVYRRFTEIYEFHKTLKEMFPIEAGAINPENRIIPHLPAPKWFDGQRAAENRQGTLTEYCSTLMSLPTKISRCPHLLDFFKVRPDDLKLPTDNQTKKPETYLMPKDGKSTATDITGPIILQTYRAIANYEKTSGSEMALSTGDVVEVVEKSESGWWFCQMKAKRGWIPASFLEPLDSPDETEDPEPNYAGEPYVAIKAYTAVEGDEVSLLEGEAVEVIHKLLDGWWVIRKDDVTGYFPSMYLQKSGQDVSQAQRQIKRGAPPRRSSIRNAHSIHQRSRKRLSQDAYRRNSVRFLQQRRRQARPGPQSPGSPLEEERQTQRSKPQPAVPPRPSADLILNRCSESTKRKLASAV
TRPN1 ag = zebrafish TRPN1 (NompC) channel agonism; HEK293 zebrafish TRPN1-YFP, Fluo-8 calcium fluorescence; 100% = response to 87 µM carbachol; activation, % at 3 µM; 220,000 tested, 0.18% active;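 active means activation above its plate's cutoff, the mean activation of test wells on that plate plus 3 SD, cut at about 19% in these data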;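 further: 0% = DMSO alone and 100% = 87 µM carbachol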
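Assay system: Zebrafish TRPN1-YFP in HEK293 cells | Incubation: Dye loading 1 h at 37 °C, then 30 min room temperature | Measured by: Kinetic Fluo-8 fluorescence, ex 470-495, em 515-575 nm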
EBV gp42 inh = EBV gp42 inhibition; inhibition, % (tested at 21.74 µM); Fluorescence polarization binding assay, mP read-out; AID 1085; 220,000 tested, 0.42% active; Q1HVG2; in the data active means inhibition above about 50%
TNF necrop inh = TNF-alpha cell death inhibition in Jurkat FADD-/- cells; AID 463075; Jurkat FADD-/- TNF necroptosis rescue, ATP luminescence, 24 h; 0 = TNF only, 100 = no-TNF cells; activation (protection from cell death), % at 10 µM; 220,000 tested, 0.068% active;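 active means activation, meaning protection from cell death, of at least 50% relative to plate controls; inactive means activation below 50%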;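 further: necroptosis triggered by 40 ng/mL TNF-alpha added together with compound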
CHOP inh = blocks CHOP induction under ER stress. CHO-K1 CHOP-promoter luciferase, tunicamycin-induced, 15-18 h. inhibition, % at 10 µM. 220,000 tested, 3.8% active. AID 2732;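 active means compounds that reduced the stress-induced luciferase reporter signal by more than about 70% of percent inhibition, limit read from the data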;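 further: 0% = tunicamycin plus vehicle and 100% = wells without tunicamycin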
PPC-1+TRAIL kill = compounds killing PPC-1 cancer cells with TRAIL present (potentiator screen, no TRAIL-free arm); 220,000 tested, 0.41% active; cell killing (% activity), % at 4 µM; PPC-1 cells + TRAIL, ATPLite viability luminescence;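 active means cell killing above 50% in the first pass at 4 µM, then a duplicate retest at 5 µM averaging 50% or more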;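 further: plate controls were cells with TRAIL plus DMSO for no effect and medium-only wells lacking cells for full effect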
Runt-SMMHC FRET = blocks binding of human RUNX1 Runt domain to CBFb-SMMHC; inhibition, % at 20 µM; Cerulean-Runt/Venus-CBFb-SMMHC FRET ratio 530/480, 1 h; 220,000 tested, 0.74% active;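 active means mean inhibition across duplicate retests at 20 µM reaching about 50%, limit read from the data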;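 further: 0% = DMSO wells and 100% = wells with excess untagged CBFb-SMMHC; inhibitors lower the FRET ratio by blocking Runt binding to CBFb-SMMHC; some results filed as inactive read as strong as hits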
TRPML3 ag = activates the human TRPML3 channel. activation, % at 3 µM. AID 1448. 220,000 tested, 0.29% active. HEK293 TRPML3-YFP, Fluo-8 calcium fluorescence; 100% = the carbachol control signal. Q8TDD5;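 active means activation above its plate's cutoff, the mean activation of the plate's test wells plus 3 SD, cut at about 12% in these data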;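 further: 0% = DMSO only wells and 100% = carbachol wells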
Target sequence (Q8TDD5 whole entry, looked up): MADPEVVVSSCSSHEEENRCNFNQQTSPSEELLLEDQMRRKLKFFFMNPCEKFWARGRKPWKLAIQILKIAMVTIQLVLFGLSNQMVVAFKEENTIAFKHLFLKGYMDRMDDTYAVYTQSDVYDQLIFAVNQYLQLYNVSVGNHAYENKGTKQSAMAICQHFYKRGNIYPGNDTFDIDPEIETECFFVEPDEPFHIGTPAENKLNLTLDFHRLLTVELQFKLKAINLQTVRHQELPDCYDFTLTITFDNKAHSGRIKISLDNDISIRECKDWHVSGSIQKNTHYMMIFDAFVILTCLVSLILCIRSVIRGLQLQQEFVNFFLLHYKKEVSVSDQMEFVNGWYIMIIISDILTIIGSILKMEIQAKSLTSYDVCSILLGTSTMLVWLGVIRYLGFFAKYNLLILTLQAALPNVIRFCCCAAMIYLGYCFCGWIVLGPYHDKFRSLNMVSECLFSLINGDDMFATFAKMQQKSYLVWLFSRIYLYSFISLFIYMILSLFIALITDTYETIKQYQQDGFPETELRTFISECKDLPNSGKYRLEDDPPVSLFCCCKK
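Material: TRPML3-YFP stable HEK293 cells | Dosing: One concentration, 3 µM nominal, 0.3% DMSO | Timing: 125 s total fluorescence read per well | Technique: Fluo-8 calcium dye fluorescence, ex 470-495, em 515-575 nm | Measure: Percent activation from peak-to-basal fluorescence ratio, scaled between DMSO and carbachol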
MDM2 E3 inh = inhibitors of human Mdm2 E3 ubiquitin ligase. signal enhancement, % at 5 µM. Q00987. cell-based MDM2 ubiquitination luciferase reporter, 2 h; 0 = plate control, 100 = twice control, blank-subtracted. 210,000 tested, 0.11% active. AID 1230;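 active means signal enhancement of 30% or more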;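 further: luminescence tracks abundance of the self-degrading MDM2-luciferase fusion protein; higher signal means inhibition of MDM2 E3 ligase activity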
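Assay system: stable mammalian line carrying autodegrading MDM2–luciferase fusion reporter; Input: 2000 cells in each well; Compound dosing: single-point 5 µM; Schedule: 2 h compound exposure at 37 °C; Signal: SteadyLite luciferase luminescence after 15 min room-temperature reagent incubation; Evaluation: % luminescence enhancement versus blank-corrected plate control mean; Benchmarks: plate controls and plate blanks.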
Active calls of the source: *; . = no result given. The order is random; overall some 5.9% were active at least once.

no.	Structure	p47phox inh	TRPN1 ag	EBV gp42 inh	TNF necrop inh	CHOP inh	PPC-1+TRAIL kill	Runt-SMMHC FRET	TRPML3 ag	MDM2 E3 inh
1	CCN(CC)S(=O)(=O)c1cccc2nsnc12	-18	-0.1	-26	-2.1	1	7	-5	-0.4	-7
2	Cc1ccccc1OCC(=O)NC(=S)Nc1ccc(S(=O)(=O)NC2CCCCC2)cc1	-10	0.5	-10	-0.5	77*	13	1	1.4	-26
3	CCn1nc(C(=O)OCc2cccc(S(=O)(=O)N(C)C)c2)c2ccccc2c1=O	-16	6.9	-12	-5.0	26	2	2	2.3	.
4	O=C(NCc1cccnc1)c1sc2ccccc2c1Cl	-7	-0.2	-15	-1.9	17	1	-3	0.1	-2
5	COc1cccc(OC)c1C(=O)Nc1cccnc1	4	0.9	-4	0.5	-1	7	-2	0.3	-3
6	Cc1nc(C)c(CCNC(=O)c2ccc(C(F)(F)F)cc2)s1	-19	0.1	-10	3.0	30	17	-3	0.3	-3
7	CCOc1cc(C(=O)Nc2cnccn2)cc(OCC)c1OCC	-12	0.2	0	-5.5	.	22	0	0.4	-6
8	COc1ccc(Cl)cc1NC(=O)CS(=O)(=O)c1cccc2nsnc12	-4	-0.6	-10	-1.5	3	4	-6	-1.2	-9
9	CC(C)c1csc2nc3n(c(=O)c12)CCCCC3	-15	-0.9	3	1.0	13	16	0	0.2	-5
10	O=C(Nc1ccc(Cl)cc1)N1CC=CCC1	-8	1.6	-9	3.0	2	12	0	0.6	-22
11	CCCNC(=O)c1cc(-c2ccc(OC)cc2)n(CCCOC)c1C	-8	-1.6	-9	2.6	-5	4	0	-0.9	5
12	CCn1c(=O)cc(SCC(=O)Nc2cccnc2)c2ccccc21	-15	1.0	-13	-3.7	10	8	2	0.6	5

Further results
no.	Structure	p47phox inh	TRPN1 ag	EBV gp42 inh	TNF necrop inh	CHOP inh	PPC-1+TRAIL kill	Runt-SMMHC FRET	TRPML3 ag	MDM2 E3 inh
13	CCNC(=O)COC(=O)CCC(=O)c1cccs1	-3	1.5	1	0.0	-21	40	-1	1.4	2
14	Clc1c(Cl)c(Cl)c2n[nH]nc2c1Cl	-8	5.0	-6	5.7	28	11	-5	1.0	-9
15	Cc1cc(C(=O)N/N=C2\CCCC(=O)C2)c(C)n1-c1ccccc1	2	1.4	2	0.8	2	17	0	0.5	-10
16	CCOc1ccccc1C(=O)NCC(=O)NCCCc1ccccc1	-2	0.6	-4	0.8	10	26	2	0.3	-6
17	CCC(Oc1ccccc1)C(=O)NCc1cccnc1 (configuration not stated)	-16	0.2	-26	-0.8	7	17	0	0.3	2
18	CCOC(=O)N1CCC(Nc2c(Nc3ccc(F)cc3)c(=O)c2=O)CC1	-13	-0.4	2	5.0	0	2	1	0.1	-1
19	COc1ccc2cc(CCC(C)=O)ccc2c1	-4	-0.6	-15	.	-9	16	-2	0.3	.
20	COc1cc(Cl)nn(-c2ccccc2)c1=O	-13	-1.1	-17	0.9	-9	-5	-1	1.1	18
21	O=C(N/N=C1\CC2CC=CC12)c1ccc(Br)cc1 (configuration not stated)	-6	0.9	-26	1.1	-12	1	2	0.3	-8
22	CCOc1ccccc1-n1c(SCC(N)=O)nnc1-c1ccc(O)cc1	-19	-0.1	-17	-2.5	-11	24	-7	0.6	-28
23	Cc1cc(C)cc(N(CC(=O)NCc2ccc3c(c2)OCO3)C(=O)CCC(=O)Nc2ccccn2)c1	-10	-1.4	-8	-2.1	41	-10	2	-0.3	2
24	COc1ccc(C(=O)CSc2nc(C(C)(C)C)nc3ccccc23)cc1	-2	1.2	-3	-1.3	17	11	12	0.6	-5

Carrying on:
no.	Structure	p47phox inh	TRPN1 ag	EBV gp42 inh	TNF necrop inh	CHOP inh	PPC-1+TRAIL kill	Runt-SMMHC FRET	TRPML3 ag	MDM2 E3 inh
25	CCOC(=O)C1CCN(C(=O)CSCc2nc(-c3ccc(OCC)cc3)oc2C)CC1	6	5.7	8	-7.2	77*	28	0	2.9	-13
26	COc1ccc(C(C)=O)cc1CSc1nnnn1-c1ccc(O)cc1	-20	-0.3	-16	-5.0	21	-5	0	-0.5	-11
27	CCCNS(=O)(=O)c1cc(Cl)ccc1OC	-3	-0.6	-11	1.0	-2	-1	-5	0.4	-6
28	CCSC1=N/C(=C\c2ccccc2)C(=O)N1	3	0.9	-6	1.5	38	9	39	0.5	-4
29	Cc1cccc(C(=O)O/N=C/c2c(N3CCOCC3)n(C)c3ccccc23)c1	-12	-1.4	-12	-9.3	20	34	-2	0.2	8
30	Cc1cccc(-c2noc(-c3ccc4c(c3)OCO4)n2)c1	-4	1.7	-9	0.5	5	34	0	0.2	.
31	Cc1ccnc(NC2OC(=O)c3ccccc32)c1 (configuration not stated)	-9	1.0	-14	1.3	5	22	0	0.9	-33
32	CCCN(CC1CC1)c1nc(N)c2c(N)nc(OC)cc2c1C#N	-12	1.2	-3	-1.7	56	0	-11	0.7	-8
33	COC(=O)c1ccc(COc2ccc3c(c2)CCC3)o1	-5	-2.4	-4	0.9	-8	-21	1	0.0	-5
34	COc1ccc(N=Cc2ccc(CNS(=O)(=O)c3ccc(Cl)cc3)o2)cc1	7	-0.7	2	-5.7	-7	7	-5	0.7	0
35	Cc1ccc(CN2CCC(c3nc4ccc(Cl)cc4[nH]3)CC2)cc1	-9	-0.9	-7	-6.3	46	10	3	-0.3	-29
36	Cc1[nH]n(-c2cccc3ccccc23)c(=O)c1C=Nc1ccc2[nH]c(=O)[nH]c2c1	-22	-1.6	-13	-0.8	1	32	1	-0.9	-2

Other compounds:
no.	Structure	p47phox inh	TRPN1 ag	EBV gp42 inh	TNF necrop inh	CHOP inh	PPC-1+TRAIL kill	Runt-SMMHC FRET	TRPML3 ag	MDM2 E3 inh
37	C#CCOCCOCCOCCNc1nc(N2CCOCC2)nc(N2CCN(C(=O)Cn3cc(CCCN=C(N)N)nn3)CC2)n1	-1	0.6	-1	0.6	5	-10	-2	0.8	.
38	Cc1ccc(C)c(NC(=O)CSc2nc3c(c(=O)n2C)SC(C)C3)c1 (configuration not stated)	-6	0.3	-22	1.6	-4	4	3	-0.3	-18
39	CCCCCCOC(=O)NCC(O)c1ccccc1 (configuration not stated)	-8	-1.8	-20	-1.5	1	-10	4	-1.3	-17
40	COc1ccnc(NCc2cccnc2)c1C#N	-10	0.7	-2	-1.5	3	15	1	0.1	-6
41	CCOc1ccc(N2C(=O)C(Cl)=C(Nc3ccccc3O)C2=O)cc1	-14	-0.9	-34	-6.4	20	25	2	-0.6	-5
42	Cc1cc(C=C2C(=O)c3ccccc3C2=O)c(C)n1-c1ccccc1	-17	-0.8	57*	-13	84*	5	-89	0.7	-80
43	CCCCn1c2ccc(F)cc2c2nnc(NN)nc21	-7	-1.2	-2	-3.1	14	-7	1	-0.8	-11
44	COc1ccc(C)c2sc(NC(=O)C3=COCCO3)nc12	-5	2.3	0	1.2	34	-6	2	1.9	-55
45	Cc1cc(C)n2nc(N)c(N=Nc3ccc(Cl)cc3)c2n1	6	-0.9	0	1.1	-31	10	-1	-0.6	5
46	C/C(=N\n1cnnc1)c1ccccc1	13	-0.2	-9	0.6	-30	-34	2	0.5	-15
47	Cc1ccc(NC(=S)NCC(C)CSc2ccc(Cl)cc2)cc1 (configuration not stated)	.	0.0	-2	-10	2	14	1	-0.2	.
48	OC(CCN1CCCCC1)(c1ccccc1)c1ccccc1	-11	-0.2	-5	1.6	13	10	4	-0.1	.

Other structures
no.	Structure	p47phox inh	TRPN1 ag	EBV gp42 inh	TNF necrop inh	CHOP inh	PPC-1+TRAIL kill	Runt-SMMHC FRET	TRPML3 ag	MDM2 E3 inh
49	O=C(COC(=O)c1ccccc1O)Nc1cc([N+](=O)[O-])ccc1Cl	-5	0.5	-9	2.3	3	12	-8	0.9	-13
50	COc1nnc(-c2ccccc2)s1	0	0.5	-6	-0.2	-18	-12	3	0.9	3
51	COc1cccc(-c2cc(C(F)(F)F)n3nc(N)nc3n2)c1	-15	-1.7	-3	-5.1	18	13	4	-0.1	4
52	COc1ccc(NS(=O)(=O)c2cc(NC(=O)c3cccs3)ccc2N2CCCC2)cc1	-16	2.2	3	0.0	2	28	3	0.3	0
53	COCc1cc(C)nc(N2CCN(c3ccccc3)CC2)c1C#N	0	-2.1	-10	1.1	-16	23	-2	-0.3	-15
54	CCCn1c(-c2ccc(F)cc2)n[nH]c1=S	-3	0.9	9	-0.3	10	23	28	0.4	-10
55	COc1ccc(OC)c(/C=N/NC(=O)c2ccc3nc[nH]c3c2)c1	4	-0.4	-9	-0.1	2	3	18	1.0	-9
56	Cc1ccc(S(=O)(=O)Nc2ccc(NC(=O)/C=C/C(=O)O)cc2)cc1	-1	-0.3	-5	0.1	13	8	-2	-0.4	1
57	O=C(c1cccnc1)N1CCN(Cc2ccccc2Br)CC1	-2	0.5	-14	-1.4	-89	10	-1	1.1	-11
58	O=C(Nc1ccc([N+](=O)[O-])cn1)C1CC2CCC1C2 (configuration not stated)	-8	2.6	-9	1.0	1	-30	-5	0.8	-9
59	C/C(N)=C(/C#N)C(=O)CSc1nc2cc(Cl)ccc2c(=O)n1Cc1ccco1	-27	0.8	-7	3.4	27	2	12	1.3	-1
60	CS(=O)(=O)N(Cc1nnc(-c2cccs2)o1)c1ccc(Cl)cc1F	-18	0.4	-13	0.2	-23	-13	2	-0.4	2
61	Nc1nc(Nc2ccccc2Cl)cc(=O)[nH]1	-12	2.1	5	0.4	-6	3	3	0.5	.
62	O=C(COc1ccccc1Cl)Nn1cnnc1	-17	1.4	-9	-2.7	15	10	0	0.5	2
63	O=C(C1CC1)N1CCc2cc(Br)cc(S(=O)(=O)NCCCN3CCCC3)c21	-3	0.2	-18	0.0	-18	6	4	0.3	-8
